# Bioassay records as filed in PubChem BioAssay.
# pCIP destab: p/CIP-EGFP fusion destabilizers, primary screen, fluorescence, F442A cells; 290,000 tested, 0.01% active; 16 h; decrease of EGFP signal, % at 10 µM; AID 1984, 2009; Q05BA5;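 active = EGFP signal decrease of at least 30% at 10 µM or well 3 SD below plate mean, unless failing retest; inactive = the rest, including hits failing retest or dose response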; note: some compounds called inactive have numbers as strong as hits; many of its hits are not listed in these tables
# CRFBP-R2 block: antagonists of CRF-BP/CRF-R2 complex, primary screen, cell-based, HEK293, calcium dye fluorescence, uHTS; 350,000 tested, 0.59% active; CRF-induced calcium fluorescence; inhibition, % at 11.8 µM; AID 588475, 2011;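 active = inhibition of the ligand-induced calcium signal above about 50% at the single tested concentration, limit read from the data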
# IDE act: human IDE activators in live cells, primary screen, fluorescence polarization, HEK cells, FAbeta-B substrate | AID 493087, 2011 | 340,000 tested, 0.073% active | activation, % at 5.96 µM | Insulin-degrading enzyme (Homo sapiens), P14735 | FAbeta-B cleavage; 0% vehicle, 100% cell-free pure enzyme wells;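 active = activation above the mean of all tested compounds plus 3 SD, set per screening campaign, cut at about 17% in these data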
# MEKK3 PB1 HTS: modulators of MEKK3-MEK5 PB1 binding, primary screen, biochemical, wildtype MEKK3, multiplex bead flow cytometry, Alexa488-MEK5 | binding response (% of control), % at 10 µM | Mitogen-activated protein kinase kinase kinase 3 (Homo sapiens), Q99759 | 290,000 tested, 1.4% active | bead-based flow cytometry, Alexa488-MEK5 binding to MEKK3; actives lie on both sides; 0 = blocked by unlabeled MEK5, 100 = vehicle;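 active = binding response more than 3 SD above or below the average of its plate-row segment, actives on both sides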;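 note: Alexa488 bead fluorescence after subtracting the streptavidin-only scavenger bead signal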
# IDE inh: human IDE inhibitors in live cells, primary screen, fluorescence polarization, HEK cells, FAbetaB substrate | Insulin-degrading enzyme (Homo sapiens), P14735 | FAbetaB cleavage | inhibition, % at 5.59 µM | 320,000 tested, 0.41% active | AID 434962, 2010;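 active = percent inhibition above the average of all tested compounds plus 3 SD, set per screening campaign, cut at about 16% in these data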;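 note: IDE supplied by intact live HEK cells; FP after avidin binding of uncleaved biotin substrate so inhibition keeps polarization high; 0% = DMSO wells and 100% = 60 µM reference IDE inhibitor Ii1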
# M4 PAM: human M4 muscarinic receptor positive allosteric modulators, primary screen, CHO-K1 cells, Fluo-8 calcium fluorescence | CHO-K1 hM4/Gqi5, ACh EC20; 0% = ACh EC20, 100% = maximal ACh | activation, % at 3 µM | 360,000 tested, 0.4% active;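 active = activation above its plate's cutoff, the mean activation of sample wells plus 3 SD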; note: some results filed as inactive read as strong as hits
# Target sequence (P08173 whole entry, looked up): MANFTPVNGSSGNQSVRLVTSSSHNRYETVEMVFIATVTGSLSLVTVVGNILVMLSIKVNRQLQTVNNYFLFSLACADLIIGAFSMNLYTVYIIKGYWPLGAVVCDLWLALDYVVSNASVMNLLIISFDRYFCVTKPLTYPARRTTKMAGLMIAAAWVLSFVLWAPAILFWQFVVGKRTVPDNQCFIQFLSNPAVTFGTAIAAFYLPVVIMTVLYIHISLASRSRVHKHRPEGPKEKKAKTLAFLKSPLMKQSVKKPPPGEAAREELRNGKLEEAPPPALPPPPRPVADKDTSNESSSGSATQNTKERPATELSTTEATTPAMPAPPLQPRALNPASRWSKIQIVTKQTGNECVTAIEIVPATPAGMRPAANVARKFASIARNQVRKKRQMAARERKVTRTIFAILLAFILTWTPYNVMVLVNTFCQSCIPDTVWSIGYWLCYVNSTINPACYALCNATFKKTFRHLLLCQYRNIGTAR
# GalR3 antagonist: GalR3 antagonists in HEK293 cells, primary screen, cell-based, fluorescence readout; HEK293 GalR3-CNG cAMP membrane potential fluorescence; galR3 body fused to GalR1 C-terminus; inhibition, % at 3 µM; 360,000 tested, 0.44% active;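 active = inhibition above the screen-wide average plus 3 SD, cut at about 13% in these data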;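 note: forskolin and galanin both at EC90 stimulate the cells; cAMP rise reported by CNG channel membrane potential dye signal; 0% = forskolin plus galanin with DMSO and 100% = forskolin alone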
# Target sequence (O60755 1-299 limits assumed): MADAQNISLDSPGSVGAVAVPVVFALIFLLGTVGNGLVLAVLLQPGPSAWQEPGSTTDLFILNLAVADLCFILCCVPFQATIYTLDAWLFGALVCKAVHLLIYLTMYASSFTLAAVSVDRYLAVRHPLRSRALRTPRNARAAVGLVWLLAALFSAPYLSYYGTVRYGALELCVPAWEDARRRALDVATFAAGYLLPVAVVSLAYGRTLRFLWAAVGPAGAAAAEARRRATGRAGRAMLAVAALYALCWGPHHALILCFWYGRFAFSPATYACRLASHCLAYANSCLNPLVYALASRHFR
# CRFBP-R2 agonist: agonists of CRF-BP/CRF-R2 complex, primary screen, cell-based, HEK293, calcium dye fluorescence, uHTS | 350,000 tested, 0.46% active | CRF-binding protein / CRF receptor 2 complex (human) | AID 588473, 2011 | activation, % at 13.2 µM | calcium dye fluorescence (FLIPR); percent of saturating CRF peptide response;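 active = activation of at least 50%, plus an integration ratio under a set limit after plate pattern correction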;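 note: plate controls were neutral control wells without compound for no effect and CRF at EC100 for full effect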
# PHOSPHO1 inh: PubChem AID 1565 | Phosphoethanolamine/phosphocholine phosphatase (Homo sapiens), Q8TCT1 | recombinant PHOSPHO1, absorbance phosphatase assay | inhibition, % at 13.3 µM | 290,000 tested, 1.1% active; in the data active = inhibition above about 60%
# Target sequence (Q8TCT1 whole entry, looked up): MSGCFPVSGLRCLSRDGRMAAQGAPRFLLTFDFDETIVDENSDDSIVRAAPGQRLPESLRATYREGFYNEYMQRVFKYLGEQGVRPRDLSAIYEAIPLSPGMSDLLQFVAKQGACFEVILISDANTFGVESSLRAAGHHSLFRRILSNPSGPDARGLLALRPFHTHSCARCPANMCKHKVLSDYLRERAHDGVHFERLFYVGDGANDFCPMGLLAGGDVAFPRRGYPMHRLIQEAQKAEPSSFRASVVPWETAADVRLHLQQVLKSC
# Starred values were filed as active, the others as inactive; x = no result given. This is a random part of the collection. About 4.2% of those tested had a hit in this group.
SMILES,pCIP destab,CRFBP-R2 block,IDE act,MEKK3 PB1 HTS,IDE inh,M4 PAM,GalR3 antagonist,CRFBP-R2 agonist,PHOSPHO1 inh
CCCCn1c(-c2ccc(Br)cc2F)nc2c1c(=O)[nH]c(=O)n2CC(C)C,-12.4,-17.5,2.8,98.0,-2.8,1.2,2.8,-0.3,31.1
Cc1ccc(NC(=O)CCNC(=O)Nc2ccccc2)cc1S(=O)(=O)N(C)C,x,11.6,2.4,x,4.4,1.4,-5.0,-1.0,x
Cc1nn(Cc2ccccc2)c(C)c1NC(=O)CCCn1nc([N+](=O)[O-])cc1C,-7.1,19.1,7.5,99.0,0.0,-4.6,-2.9,-2.1,36.5
COCCNC(=S)N=Nc1c(O)[nH]c2c(C)cc(C)cc12,4.7,1.6,1.9,100.0,-4.1,6.0,1.6,1.0,8.8
COc1ccc(-n2c(Cn3c(=O)sc4ccccc43)nnc2SCC(=O)N2CCOCC2)cc1,-0.7,8.3,1.8,101.0,-2.4,3.1,5.0,-1.7,22.6
CCN1C(=O)CSc2ccc(C(=O)NCc3ccc(OC)cc3)cc21,-2.3,8.6,6.4,102.0,6.1,-8.1,-7.3,-3.2,-3.2
CC(C)CN1CCC(CN(C)Cc2nc(-c3cnccn3)no2)CC1,-15.2,-26.5,7.8,97.0,-3.3,-17.9,-6.9,-0.5,39.7
Cc1cc(OCCCC(=O)Nc2cc(S(=O)(=O)N3CCOCC3)ccc2N2CCOCC2)ccc1Cl,x,62.5*,3.4,x,x,5.7,-3.3,-0.3,x
O=C(CCN1C(=O)S/C(=C\c2ccc(F)cc2)C1=O)Nc1ccc(C(=O)O)c(O)c1,-16.3,5.8,3.2,99.0,-2.3,17.3*,2.7,-0.8,17.4
O=C(NCCCNC(=O)c1ccccn1)c1ccc(Cl)cc1,-4.2,-6.4,-0.8,101.0,-5.1,0.6,-5.0,1.7,36.2
COc1ccc(Cl)cc1NC(=O)N1CCN(C2CCCCC2)CC1,-7.8,0.2,-4.6,101.0,6.5,0.1,x,3.4,17.5
Fc1ccc(CCNC(=S)Nc2ccc(F)c(Cl)c2)cc1,0.6,-5.1,1.0,101.0,1.7,-18.7,-6.4,4.6,32.3
CCOc1ccc(S(=O)(=O)Nc2cccc(C(=O)N3CCN(c4ccc(OC)cc4)CC3)c2)cc1,-2.6,1.4,7.1,100.0,7.8,-0.6,-2.7,1.4,7.4
CC(C)(C)c1ccc(/C=C2\Oc3c(ccc(O)c3CN3CCN(CCO)CC3)C2=O)cc1,-5.7,-11.8,1.0,99.0,3.4,-5.9,-1.5,33.9,-10.3
CCN(CC)CCN1C(=O)C(=O)/C(=C(/O)c2c(C)[nH]c(C(=O)OC)c2C)C1c1cccs1 (stereo unspecified),4.9,18.0,-5.2,99.0,4.8,1.7,3.6,-4.2,4.1
CN1C(=O)C2(OCC(C)([N+](=O)[O-])CO2)c2ccccc21 (stereo unspecified),1.9,22.5,3.4,107.0,-7.4,-3.7,-13.0,-3.6,35.1
O=C(O)c1nn(-c2ccc(Cl)cc2)ccc1=O,-11.2,-16.0,0.5,101.0,6.4,-3.0,-3.9,1.9,-18.5
CCC(=O)c1ccc(OC(C)C(=O)NC2(C#N)CCCCC2)cc1 (stereo unspecified),-11.8,22.6,0.9,103.0,0.1,1.6,3.8,-1.2,42.4
COc1ccc(CSc2n[nH]c(C)n2)cc1[N+](=O)[O-],-9.9,-1.1,-0.9,130.0*,-0.7,4.6,-3.0,-1.7,-9.3
C=CCNC(=O)COC(=O)c1cccnc1Nc1ccccc1F,-4.4,13.8,4.8,76.0,0.4,3.2,-0.2,-0.5,-0.3
CC(C)C(Nc1ncnc2c1oc1ccccc12)C(=O)O (stereo unspecified),0.7,4.7,-0.1,100.0,-1.6,-0.4,-2.4,-0.1,-7.6
Cc1cc(OCc2cc(C(=O)N(C)CCCN3CCOCC3)no2)cc(C)c1Cl,9.6,11.9,-4.8,102.0,6.2,-8.5,-8.3,1.2,8.9
Cc1ccc(Nc2oc(C)nc2C#N)cc1,-2.1,-8.6,-1.5,106.0,0.1,-1.5,-4.7,0.1,8.9
Cn1c(N)c(C(=O)COC(=O)c2ccnc3ccccc23)c(=O)n(C)c1=O,-11.3,-6.0,5.9,108.0,9.4,12.0,-5.0,-2.8,-11.1
CCC(CO)NCc1ccccc1OC(C)C (stereo unspecified),-8.7,-13.4,3.2,102.0,-2.6,11.6,-5.3,0.6,24.0
COc1cc(NC(=S)NN2CCN(C)CC2)cc(OC)c1OC,7.8,-3.2,0.3,94.0,-2.2,-7.4,-3.0,-0.5,-0.7
Cc1ccc([C@H]2C[C@@H](n3cc(-c4ccc(F)cc4)nn3)[C@H](O)CN2Cc2cccs2)cc1,x,-3.1,x,x,x,-5.2,-8.1,5.5,x
C=CCOc1cccc(C2/C(=C(/O)c3ccc(Cl)cc3)C(=O)C(=O)N2CCN2CCOCC2)c1 (stereo unspecified),-8.6,10.1,0.1,109.0,5.5,0.7,1.2,1.8,19.4
COC(=O)c1ccc(NCCC(=O)O)cc1,2.0,5.5,1.9,96.0,-3.9,9.3,-4.8,1.4,-3.9
CCOC(=O)C(=CNc1ccc(N2CCCCC2)c(S(=O)(=O)Nc2ccccc2OC)c1)C(=O)OCC,x,11.8,1.3,x,x,-0.4,-2.2,3.0,x
COc1ccc(CN(C)C[C@H]2Oc3c(NC(=O)Nc4ccccc4)cccc3C(=O)N([C@H](C)CO)C[C@@H]2C)cc1,x,4.2,4.3,x,-3.6,-6.3,-2.9,-1.4,x
O=C(O)c1cccc(O)c1O,x,1.6,-1.9,109.0,6.3,1.6,-1.0,1.8,x
Cc1ccc(NC(=O)CCNC(=O)c2ccco2)cc1,-4.9,32.0,5.7,79.0,5.5,18.5,-6.1,6.4,-5.2
CC(C)OP(=O)(c1ccc(N(C)C)cc1)C(O)c1ccc(N(C)C)cc1 (stereo unspecified),-2.9,7.1,1.1,102.0,-0.5,-1.3,-7.9,-0.8,x
O=C(CSc1ncccn1)N/N=C/c1ccccc1[N+](=O)[O-],6.2,-16.2,7.8,95.0,3.5,-1.1,-7.1,1.1,-12.6
CCC(=O)N1CCc2cc(Br)c(S(=O)(=O)CCC(=O)NCCc3ccccc3)cc21,x,-15.3,1.9,x,x,4.0,-6.6,-0.9,x
COc1ccc(C[C@H]2CN3C(=NC[C@H]3Cc3ccccc3)N2CCNC(=O)CCC2CCCCC2)cc1,-9.5,-11.3,8.9,104.0,-3.9,2.1,-3.5,-1.2,13.5
CCOC(=O)CCCNC(=O)CN1C(=O)NC(c2ccccc2)(c2ccccc2)C1=O,-10.8,-10.0,1.7,99.0,2.0,-4.8,-8.8,-0.8,43.3
COc1ccccc1OCc1nnc(SCC(=O)NCc2ccco2)n1-c1ccccc1,-13.3,4.8,0.5,77.0,9.0,9.5,-5.3,-6.9,-7.1
CCCCc1nc(N2CCN(C(=O)c3ccco3)CC2)c(C#N)c2c1CCCC2,-8.5,-10.9,0.0,98.0,-2.5,-5.5,-4.7,2.0,12.1
CCCNC(=O)N1CCC(C(=O)c2ccc(Cl)cc2)CC1,-7.4,16.2,0.8,102.0,-3.5,0.6,6.1,-0.4,36.6
CCN(CC)S(=O)(=O)c1ccc(N2CCOCC2)c(NC(=O)CCOc2ccccc2)c1,-15.7,18.5,1.3,103.0,-2.4,-20.1,-0.6,-1.0,-0.8
COc1ccc(CC(=O)N(C)Cc2cccc(F)c2)cc1S(=O)(=O)N1CCOCC1,x,-8.9,5.0,x,-3.1,-2.0,-2.6,-0.3,x
CCOC(=O)C1=C(C)N=C2c3ccccc3C(=O)C2C1c1ccccc1 (stereo unspecified),-4.7,3.4,2.5,103.0,-1.1,-6.7,-4.6,-3.6,28.3
Cc1ccc(Cl)cc1NC(=O)NCCN1CCCCC1,-3.9,-1.4,2.0,101.0,-0.1,-2.0,-4.0,-2.0,-178.0
CC(=O)c1c(C)[nH]c(C(=O)NNC(=O)c2ccc(Br)cc2)c1C,x,5.8,-0.5,x,2.4,9.0,-6.8,0.0,x
CCOc1ccc(C(=O)Nc2ccc(CN3CCOCC3)cc2)cc1Br,2.5,-13.8,-1.3,101.0,x,-2.2,-12.2,0.8,20.1
Cc1ccc(C(=O)NC(=S)N(C)Cc2ccccc2)cc1,x,3.6,0.6,x,14.3,3.2,-1.5,-6.2,x
O=C(NCC1COc2ccccc2O1)c1ccc(Br)s1 (stereo unspecified),-5.7,-8.0,-0.7,102.0,1.2,-3.1,-11.1,-0.6,8.7
Cc1ccc(N(C(=O)c2ccncc2)C2C=CS(=O)(=O)C2)cc1 (stereo unspecified),1.4,1.0,6.6,115.0,3.2,-2.3,-1.5,-0.2,-9.0

# Additional records:
SMILES,pCIP destab,CRFBP-R2 block,IDE act,MEKK3 PB1 HTS,IDE inh,M4 PAM,GalR3 antagonist,CRFBP-R2 agonist,PHOSPHO1 inh
O=C(c1ccc(N2CCN(C3CC(=O)N(c4ccc(F)cc4)C3=O)CC2)cc1)c1cccnc1 (stereo unspecified),1.3,x,x,90.0,3.0,x,x,x,7.1
N/N=C/C(=N\Nc1ccc(Cl)cc1)C(=O)c1ccncc1,-4.3,-5.0,2.9,105.0,2.0,0.8,-3.6,-0.4,29.8
O=C(CC1CC1)Nc1ccc2c(c1)[C@H]1C[C@H](CC(=O)N3CCc4ccccc4C3)O[C@@H](CO)[C@H]1O2,x,-0.2,x,x,x,6.7,1.6,-0.1,x
COc1ccccc1C(=O)NC(=O)COC(=O)C1CCC1,x,16.4,3.0,x,0.3,3.1,1.6,-1.8,x
CCCn1c(SCC(=O)OCc2ccccc2)nc2c1c(=O)n(C)c(=O)n2C,4.4,-5.5,-6.1,102.0,5.3,-0.5,-2.6,1.2,10.6
CCC(=O)Nc1ccc(C(=O)Cn2ncc(Cl)c(Cl)c2=O)cc1,-19.8,4.1,1.4,92.0,-3.4,0.2,0.8,0.5,42.1
O=S(=O)(c1ccc2c(c1)nc1n2CCC1)N1CCOCC1,-0.2,5.1,-3.8,99.0,5.0,-5.9,-4.5,0.3,-6.8
Cc1cccc(NC(=O)c2cccc(S(=O)(=O)N(C)c3ccccc3)c2)n1,x,1.9,-0.8,x,2.0,-3.9,-0.5,-2.2,x
CSc1nsc(SCC(=O)Nc2ccc(F)cc2F)n1,-13.2,8.1,2.6,101.0,0.8,2.1,-8.9,-2.1,26.5
COc1ccc(CNc2nc(NCc3ccc(OC)cc3)c3[nH]cnc3n2)cc1,-0.6,-14.7,3.8,93.0,-3.9,6.2,-3.9,-1.8,29.7
